BAP1 inh: inhibitors of BAP1 deubiquitinase, primary screen, biochemical, Ub-AMC fluorescence, kinetic; Ubiquitin carboxyl-terminal hydrolase BAP1 (Homo sapiens), Q92560; recombinant BAP1, Ub-AMC hydrolysis fluorescence kinetic; active compounds read low; activity remaining (% of control), % at 20 µM; 72,000 tested, 0.48% active; AID 436, 2006;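 active = activity remaining at or below 50% of control, provided the compound also passes the data quality filters; inactive = the rest, including low values that fail the filters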;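 also: 100% = DMSO wells rate and 0% = substrate alone blank rate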
Target sequence (Q92560 whole entry, looked up): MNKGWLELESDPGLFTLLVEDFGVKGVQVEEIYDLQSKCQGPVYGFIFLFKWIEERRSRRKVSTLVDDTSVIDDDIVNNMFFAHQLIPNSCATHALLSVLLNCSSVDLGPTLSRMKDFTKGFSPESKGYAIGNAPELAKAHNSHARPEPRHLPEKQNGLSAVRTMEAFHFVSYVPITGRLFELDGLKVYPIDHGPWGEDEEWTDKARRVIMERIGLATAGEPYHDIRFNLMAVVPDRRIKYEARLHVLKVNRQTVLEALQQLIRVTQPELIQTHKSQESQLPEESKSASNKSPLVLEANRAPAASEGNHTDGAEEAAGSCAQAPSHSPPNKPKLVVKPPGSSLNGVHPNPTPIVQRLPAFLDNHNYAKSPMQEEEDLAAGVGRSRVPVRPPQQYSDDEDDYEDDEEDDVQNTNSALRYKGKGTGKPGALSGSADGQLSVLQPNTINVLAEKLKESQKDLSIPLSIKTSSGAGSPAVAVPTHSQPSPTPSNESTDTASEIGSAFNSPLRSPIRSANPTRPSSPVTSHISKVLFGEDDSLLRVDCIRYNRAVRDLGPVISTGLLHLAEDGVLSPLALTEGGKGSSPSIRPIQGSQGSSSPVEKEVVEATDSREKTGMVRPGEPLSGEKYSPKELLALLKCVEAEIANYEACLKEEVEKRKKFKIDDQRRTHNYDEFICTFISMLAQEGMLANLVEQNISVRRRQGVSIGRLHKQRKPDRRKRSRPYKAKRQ
HePTP inh: inhibitors of human HePTP phosphatase, primary screen, biochemical, absorbance, leukemia target; Tyrosine-protein phosphatase non-receptor type 7 (Homo sapiens), P35236; recombinant HePTP phosphatase activity, OD absorbance; inhibition, % at 20 µM; 110,000 tested, 0.64% active; AID 521, 2006; in the data active = inhibition above about 50%;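 also: plate controls were vehicle for no effect and reference inhibitor for full effect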
Target sequence (P35236 whole entry, looked up): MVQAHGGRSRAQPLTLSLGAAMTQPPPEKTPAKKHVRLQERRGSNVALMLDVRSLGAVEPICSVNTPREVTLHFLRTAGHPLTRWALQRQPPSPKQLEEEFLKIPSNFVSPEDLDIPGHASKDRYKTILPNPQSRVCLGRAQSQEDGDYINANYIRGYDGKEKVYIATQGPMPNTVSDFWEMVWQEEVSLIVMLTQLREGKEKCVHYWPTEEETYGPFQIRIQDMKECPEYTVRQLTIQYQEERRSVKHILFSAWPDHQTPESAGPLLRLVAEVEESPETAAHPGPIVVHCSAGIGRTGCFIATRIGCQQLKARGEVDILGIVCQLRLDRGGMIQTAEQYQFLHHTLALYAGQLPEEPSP
An asterisk follows results filed as active; nt = not tested or not shown; & = joins results of further samples. Compounds were not picked by outcome. About 0.79% of those tested had a hit in this group.

Sequence of screens – BAP1 inh	HePTP inh
COC(=O)C1CCC(C)(C(=O)Nc2ccccc2)C1(C)C (stereo unspecified)
    95	-6
CCOC(=O)c1ccc(NS(=O)(=O)c2ccc3c(c2)CCCN3C(C)=O)cc1
    92	-7
CCCc1cc(=O)n2[nH]c(NCc3c(F)cccc3Cl)nc2n1
    81	7
c1ccc2c(Oc3ccc4c(c3)OCO4)nncc2c1
    102	-1
COC(=O)c1c(NC(=O)COc2ccccc2)sc2c1C(C(=O)OC)CC2 (stereo unspecified)
    nt	4
Cc1nn(C)cc1CNC(=O)CCC(=O)O
    100	2
CCOC(=O)C1=NNC2C(=O)N(c3ccc(Cl)cc3Cl)C(=O)C12 (stereo unspecified)
    nt	6
O=C(Nc1nccs1)c1ccc(S(=O)(=O)NCc2cccs2)cc1
    142	2
CCCOc1ccc(N2C(=O)CC(SCCN)C2=O)cc1 (stereo unspecified)
    78	4
Cc1cccc(Nc2nc3c(c(=O)n(C)c(=O)n3C)n2CC(O)CO)c1 (stereo unspecified)
    115	5
O=C(Nc1ccc(Cl)cn1)c1cc(S(=O)(=O)N2CCCCC2)ccc1Cl
    136	7
Cc1ccccc1NC(=O)CSCc1ccccc1
    nt	-5
C=CCNC(=O)c1ccc(-c2cccc([N+](=O)[O-])c2)o1
    nt	-9
COC(=O)C1=C(C(C)=O)C(c2ccc(C(=O)OC)cc2)n2nnnc2N1 (stereo unspecified)
    100	8
Cc1ccc(S(=O)(=O)N2CCC(C(=O)O)CC2)cc1
    nt	6
CCOc1c2c(nc3ccc(Cl)cc13)CCC2
    81	-3
Cn1/c(=N/N=C/c2cccc(Cl)c2Cl)sc2ccccc21
    nt	11
Cc1ccc2c(c1)N(CC(=O)NC1CCCc3ccccc31)C(=O)CO2 (stereo unspecified)
    104	-2
CCOc1ccc(OCC)c(NS(=O)(=O)c2ccc3c(c2)n(C)c(=O)c(=O)n3C)c1
    107	-3
COc1ccccc1N1CCN(C(=O)CSc2nnc3n2C(C)(C)Cc2ccccc2-3)CC1
    103	6
CCN(CC)c1ccc(CN(C(=O)c2cc(OC)c(OC)c(OC)c2)C2CCS(=O)(=O)C2)cc1 (stereo unspecified)
    80	10
O=C(/C=C/c1ccccc1)NCc1ccc(F)cc1
    nt	17
CCOC(=O)C1=C(C)NC(C)=C(C(=O)OC)C1c1ccc(C)cc1 (stereo unspecified)
    nt	-9
COc1ccc(OC)c(NC(=O)C(C)Oc2ccc(Cl)cc2Cl)c1 (stereo unspecified)
    nt	-6
C1=C(c2cccc3ccccc23)N2CCN=C2S1
    97&101	7
CN(c1ccccc1)S(=O)(=O)c1ccc(F)cc1
    nt	-2
CCN(CC)CCn1c(=S)[nH]c2ccccc2c1=O
    91	-1
COc1ccccc1N1CCN(C(=O)c2ccoc2C)CC1
    92	8
O=c1cc(N2CCN(c3ccccc3)CC2)[nH]c(=O)n1-c1ccccc1Cl
    87	-1
CC1CCCN(C(=O)c2ccccc2NC(=O)c2ccc(Cl)cc2)C1 (stereo unspecified)
    nt	-4
CCc1cc2c(cc1C(=O)c1ccccc1)OCCO2
    nt	1
Fc1ccc(NCc2cccnc2)cc1
    109	10
COC(=O)C1=C(C)NC(=S)NC1c1ccc(OCC(=O)N2CCCCC2)c(OC)c1 (stereo unspecified)
    nt	-10
CC(=O)Nc1ccn(-c2ccccc2)n1
    125	0&-1
O=C(Nc1cccc(-c2nc3ccccc3o2)c1)c1ccc(N2C(=O)C3C4C=CC(C4)C3C2=O)cc1 (stereo unspecified)
    nt	4
Cc1ccc(NC(=O)c2c(-c3ccccc3Cl)noc2C)nc1
    nt	7
Cc1cc(C)n(-c2cc(N/N=C/c3cccc(Cl)c3)nc(C)n2)n1
    nt	4
O=C(Nc1nc2c(s1)CCCC2)c1ccc(S(=O)(=O)N2CCc3ccccc3C2)cc1
    53	nt
Clc1cccc2sc(N3CCOCC3)nc12
    98	3
CCOC(=O)C1CCN(c2c(N3CCN(Cc4ccccc4)CC3)c(=O)c2=O)CC1
    85	3

Single records, as listed above.
Cc1ccc(NC(=O)c2c(-c3ccccc3Cl)noc2C)nc1 is listed with BAP1 inh = nt; HePTP inh = 7
C1=C(c2cccc3ccccc23)N2CCN=C2S1 is listed with BAP1 inh = 97&101; HePTP inh = 7

Next compounds follow:
Sequence of screens – BAP1 inh	HePTP inh
CC(=O)Nc1ccc(C(=O)CSc2nc(N)cc(=O)[nH]2)cc1
    105	nt
CC(C)(C)c1ccc(OCC(=O)Nc2cccc([N+](=O)[O-])c2)cc1
    nt	-1
CN(C)c1ccc(C(=O)C(O)c2ccc(C(C)(C)C)cc2)cc1 (stereo unspecified)
    86	4&-1
CCN(c1ccc2c(c1)OCO2)S(=O)(=O)c1cc(Br)cc2c1N(C(=O)C1CC1)CC2
    58	13
COc1cccc(NC(=O)CN(C)S(=O)(=O)c2ccc(C)cc2)c1
    58	11
CC(C)Oc1ccc(-c2nc3sc4c(c3c(=O)[nH]2)CCCC4)cc1
    nt	12
CP(=O)(c1ccc(C(N)=O)cc1)c1ccc(C(N)=O)cc1
    nt	-3
CC1=C(C(=O)OCc2ccccc2)C(c2ccc(N3CCOCC3)cc2)NC(=O)N1 (stereo unspecified)
    84	10
COc1cc([N+](=O)[O-])ccc1NC(=O)c1cccc2ccccc12
    nt	6
COc1ccc(-c2nc(-c3cccc(C(F)(F)F)c3)no2)cc1OC
    100	7
CC(=O)Nc1ccc(N2C(=O)c3cccc4c(C(=O)c5ccccc5)ccc(c34)C2=O)cc1
    nt	3
CC(C)c1ccc(-c2nc3c([nH]2)c(=O)n(C)c(=O)n3C)cc1
    394	6
CN(C)CCNc1c2c(c(C#N)c3nc4ccccc4n13)CCCC2
    72	10
CS(=O)(=O)c1ccc(N2CCN(C3CC(=O)NC3=O)CC2)cc1 (stereo unspecified)
    87	9
Cn1c(=O)c2c(nc(N3CCCCC3)n2C)n(C)c1=O
    99	-5&-13
CCc1ccc2oc(=O)cc(CN3CCN(CCO)CC3)c2c1
    90	1
CN1CCN(S(=O)(=O)c2ccc(-c3ccc(Cl)cc3)cc2)CC1
    97	12
Cc1ccc2[nH]c(=O)c(CN(Cc3cccnc3)C(=O)c3ccncc3)cc2c1
    68	6
COc1ccccc1OCC(=O)N/N=C/c1ccccc1Sc1ccccc1
    nt	-13
CCOC(=O)c1nnc2cc(-c3ccc(Br)cc3)nn2c1C
    108	10

Compound: CCCCC(=O)Nc1ccc(NC(=O)c2ccccc2OC)cn1
  BAP1 inh: 95
  HePTP inh: 1

Compound: O=C(NCCc1ccc(F)cc1)C(=O)Nc1cccc(C(F)(F)F)c1
  BAP1 inh: nt
  HePTP inh: -14

Compound: O=C(Oc1ccc2c(C(F)(F)F)cc(=O)oc2c1)c1ccccc1
  BAP1 inh: nt
  HePTP inh: 3

Compound: O=C(O)Cn1nc(C(F)(F)F)c2c1CCCCC2
  BAP1 inh: 102
  HePTP inh: 3

Compound: CCCCCn1c(N)c(C#N)c2nc3ccccc3nc21
  BAP1 inh: 683
  HePTP inh: 7

Compound: CC1=C(C(=O)OCCc2ccccc2)C(c2cccs2)NC(=O)N1 (stereo unspecified)
  BAP1 inh: nt
  HePTP inh: 7

Compound: Cc1cc2ncn(C3CC(=O)N(Cc4ccc(N5CCCC5=O)cc4)C3=O)c2cc1C (stereo unspecified)
  BAP1 inh: 87
  HePTP inh: 2

Compound: COC(=O)c1sc(NC(=O)c2oc3ccccc3c2C)nc1C
  BAP1 inh: 155
  HePTP inh: 6

Compound: COC(=O)c1ccc(N2CCOCC2)c(NC(=O)Nc2cccc(OC)c2)c1
  BAP1 inh: 83
  HePTP inh: 1

Compound: CC(C(=O)NCc1ccc2c(c1)OCO2)N1c2cccc3cccc(c23)S1(=O)=O (stereo unspecified)
  BAP1 inh: 167
  HePTP inh: 4

Compound: COc1cccc(-c2nc(CS(=O)(=O)CC(=O)NCCCOC(C)C)c(C)o2)c1
  BAP1 inh: 102
  HePTP inh: 3

Compound: CC(=O)c1c(C)oc2c(Cl)cc(NS(=O)(=O)c3ccc(C)cc3)cc12
  BAP1 inh: 89
  HePTP inh: nt

Compound: Cc1cc(C)n(CCCNCC(O)c2ccccc2)n1 (stereo unspecified)
  BAP1 inh: 119
  HePTP inh: 6

Compound: Cc1nn(C(C)C(=O)O)c2ccccc12 (stereo unspecified)
  BAP1 inh: 108
  HePTP inh: 4

Compound: COc1cc(/C=C/c2cc(C(F)(F)F)[nH]c(=O)n2)ccc1O
  BAP1 inh: nt
  HePTP inh: -7

Compound: COc1ccc(-c2nnc(Nc3ccc4c(c3)nc(C)n4C)c3ccccc23)cc1
  BAP1 inh: 57
  HePTP inh: -6

Compound: O=C(COc1ccc(/C=N/NS(=O)(=O)c2ccccc2)cc1)NCCc1ccccc1
  BAP1 inh: nt
  HePTP inh: -1

Compound: COc1ccc(NC(=O)C(=O)NCC(C)C)cc1Cl
  BAP1 inh: nt
  HePTP inh: 9

Compound: Cc1cccc(C(=O)Nc2cccc3c2CCCC3)c1
  BAP1 inh: nt
  HePTP inh: 10

Compound: CC1CCc2c(C(=O)NCC3CCCO3)csc2C1 (stereo unspecified)
  BAP1 inh: 105
  HePTP inh: 5

Compound: CCc1nnc(NC(=O)Cn2nc(-c3ccccc3OC)ccc2=O)s1
  BAP1 inh: 74
  HePTP inh: 2

Compound: COC(=O)c1c(NC(=O)CCC2CCCC2)sc2c1CCC2
  BAP1 inh: nt
  HePTP inh: 5

Compound: O=S(=O)(Nc1ccc(Nc2ccccc2)cc1)c1ccc2ccccc2c1
  BAP1 inh: nt
  HePTP inh: -1

Compound: N#Cc1nc(-c2ccc(Cl)cc2)oc1N1CCCCC1
  BAP1 inh: nt
  HePTP inh: 5

Compound: CCOC(=O)CNC(=O)C1CCCN(c2ncccn2)C1 (stereo unspecified)
  BAP1 inh: 95
  HePTP inh: 0

14 entries already listed, ordered by length of the SMILES, ascending.
Compound: Cc1nn(C(C)C(=O)O)c2ccccc12 (stereo unspecified)
  BAP1 inh: 108
  HePTP inh: 4

Compound: Cc1cc(C)n(CCCNCC(O)c2ccccc2)n1 (stereo unspecified)
  BAP1 inh: 119
  HePTP inh: 6

Compound: O=C(O)Cn1nc(C(F)(F)F)c2c1CCCCC2
  BAP1 inh: 102
  HePTP inh: 3

Compound: CCCCCn1c(N)c(C#N)c2nc3ccccc3nc21
  BAP1 inh: 683
  HePTP inh: 7

Compound: CCOC(=O)CNC(=O)C1CCCN(c2ncccn2)C1 (stereo unspecified)
  BAP1 inh: 95
  HePTP inh: 0

Compound: COC(=O)c1c(NC(=O)CCC2CCCC2)sc2c1CCC2
  BAP1 inh: nt
  HePTP inh: 5

Compound: COC(=O)c1sc(NC(=O)c2oc3ccccc3c2C)nc1C
  BAP1 inh: 155
  HePTP inh: 6

Compound: CCc1nnc(NC(=O)Cn2nc(-c3ccccc3OC)ccc2=O)s1
  BAP1 inh: 74
  HePTP inh: 2

Compound: O=C(Oc1ccc2c(C(F)(F)F)cc(=O)oc2c1)c1ccccc1
  BAP1 inh: nt
  HePTP inh: 3

Compound: COc1cc(/C=C/c2cc(C(F)(F)F)[nH]c(=O)n2)ccc1O
  BAP1 inh: nt
  HePTP inh: -7

Compound: COC(=O)c1ccc(N2CCOCC2)c(NC(=O)Nc2cccc(OC)c2)c1
  BAP1 inh: 83
  HePTP inh: 1

Compound: CC(=O)c1c(C)oc2c(Cl)cc(NS(=O)(=O)c3ccc(C)cc3)cc12
  BAP1 inh: 89
  HePTP inh: nt

Compound: COc1cccc(-c2nc(CS(=O)(=O)CC(=O)NCCCOC(C)C)c(C)o2)c1
  BAP1 inh: 102
  HePTP inh: 3

Compound: Cc1cc2ncn(C3CC(=O)N(Cc4ccc(N5CCCC5=O)cc4)C3=O)c2cc1C (stereo unspecified)
  BAP1 inh: 87
  HePTP inh: 2

(cont.)
Compound: O=C(Nc1ccccc1C(F)(F)F)c1ccc(F)c(S(=O)(=O)N2CCOCC2)c1
  BAP1 inh: 82
  HePTP inh: 3

Compound: O=C(Nc1cc(-c2nc3ccccc3s2)ccc1Cl)c1cc(I)ccc1Cl
  BAP1 inh: nt
  HePTP inh: 3

Compound: COc1cccc(C(=O)Nc2cccc(-c3nnc(-c4ccccc4)o3)c2)c1
  BAP1 inh: 62
  HePTP inh: -5

Compound: COc1ccc(N2C(=O)C3CCCN3C2c2ccccc2)cc1Cl (stereo unspecified)
  BAP1 inh: 99
  HePTP inh: -11

Compound: O=C(NN1CCOCC1)c1sc2ccccc2c1Cl
  BAP1 inh: nt
  HePTP inh: -1

Compound: CCC(=O)Oc1ccc2c(C)c(Cl)c(=O)oc2c1
  BAP1 inh: 104
  HePTP inh: 1&-6

Compound: Cc1cc(=O)oc2cc(OCc3cccc(Cl)c3)c(Cl)cc12
  BAP1 inh: nt
  HePTP inh: 5

Compound: O=C(COc1ccc(Cl)cc1)N1CCN(C(=O)c2ccc(-c3ccccc3)cc2)CC1
  BAP1 inh: nt
  HePTP inh: 3

Compound: COc1ccc(OCCCSc2ncccn2)cc1
  BAP1 inh: 100
  HePTP inh: -1

Compound: O=C(CCN1C(=O)C2C3C=CC(C3)C2C1=O)NCC1CCCO1 (stereo unspecified)
  BAP1 inh: 99
  HePTP inh: -3

Compound: Nc1nonc1/C(=N/O)N1CCCC1
  BAP1 inh: 98
  HePTP inh: 1

Compound: Cc1cc(OCC(=O)Nc2ccc(I)cc2Cl)ccc1Cl
  BAP1 inh: nt
  HePTP inh: -10

Compound: Cc1ccc(SCC(=O)N2CCCC2)cc1
  BAP1 inh: 87
  HePTP inh: 4

Compound: O=C(c1ccccc1O)N(Cc1ccccc1)c1ccccn1
  BAP1 inh: nt
  HePTP inh: 0

Compound: CCOC(=O)C1=C(C)NC(C)=C(C(=O)OCC)C1c1nc2ccccc2[nH]1
  BAP1 inh: nt
  HePTP inh: 0

Compound: COc1cc(OC)c(OC)cc1/C=C/c1cc(C(F)(F)F)[nH]c(=O)n1
  BAP1 inh: nt
  HePTP inh: 1

Compound activity (PubChem BioAssay)
